AddAB inh: less growth of phage-infected E. coli with AddAB. E. coli expressing H. pylori AddAB, absorbance growth. inhibition, % at 11.9 µM. hit rate 0.29% among 330,000. AID 435030; in the data active = inhibition above about 12%;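 note: 0% = vehicle wells of infected cells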
Ecoli viability: counter-screen for AddAB inhibitors: E. coli growth inhibition. E. coli V3065 growth, OD600 absorbance, 18 h. inhibition, % at 11.9 µM. hit rate 0.27% among 330,000. AID 449728;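 active = inhibition above the campaign's mean inhibition across all tested compounds plus 3 SD, cut at about 9.9% in these data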;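 note: uninfected addAB+ strain grown without phage in ampicillin broth; 0% = DMSO wells and 100% = ciprofloxacin 0.95 µg/ml wells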
phage Ecoli inh: E. coli growth loss with phage present; growth absorbance; inhibition, % at 11.9 µM; hit rate 0.26% among 360,000; in the data active = inhibition above about 11%
Mot1-301 SUMO: blocks SUMOylation pathway, rescuing yeast Mot1-301 growth. S. cerevisiae Mot1-301 growth rescue, ATP luminescence, 38.5C; percent above DMSO median, 100 means doubled. growth rescue, % at 18.8 µM. hit rate 1% among 320,000. AID 2716;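 active = every valid replicate shows activation above 250% relative to neutral control wells; inactive = the rest, any valid replicate at or below 250%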;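 note: OY570 slx delta 5 strain wells were the positive control but not used for scaling; some compounds called inactive have numbers as strong as hits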
Starred values were filed as active, the others as inactive; / = no result given. Not all compounds are listed; rates above refer to the full screens.

SMILES	AddAB inh	Ecoli viability	phage Ecoli inh	Mot1-301 SUMO
COc1ccc(S(=O)(=O)NC(=O)C2(C)CCN2C(=O)CC2CCCC2)cc1 (stereo unspecified)	/	/	3.0	/
O=C1NC[C@H](CCCCN2C[C@H](Cc3ccccc3)N(CCc3ccc(O)cc3)C(=O)C2=O)N(CCc2ccc(O)cc2)C1=O	/	/	3.6	/
Nc1nc2c(ncn2[C@@H]2O[C@H](C(=O)N[C@@H](Cc3ccccc3)C(=O)NCc3ccc4c(c3)OCO4)[C@@H](O)[C@H]2O)c(=O)[nH]1	/	/	1.6	/
CON(C)C(=O)[C@H]1C[C@@H]2[C@H](C[C@@H](c3ccccc3)[C@H]1C)N(c1ccc(F)cc1)C(=O)N2CCCOc1ccccc1	/	/	2.4	/
CCc1nc2c(OCc3ccc(Cl)cc3Cl)cccn2c1N(C)C(=O)C1CC1	/	/	-0.5	/
CN(C)C1CN(Cc2cn(Cc3cccc(Cl)c3)nn2)S(=O)(=O)C1 (stereo unspecified)	/	/	3.0	/
O=C(CC[C@H]1O[C@@H](n2ccc(=O)[nH]c2=O)[C@H](O)[C@@H]1O)NC1CCN(Cc2ccccc2)C1 (stereo partly specified)	/	/	4.1	/
CC(C)NC(=O)c1cc(C2CCCCN2S(=O)(=O)c2ccccc2)on1 (stereo unspecified)	/	/	-3.1	/
COCCNC(=O)C1(C)CCN(C(=O)COc2ccc(Cl)cc2Cl)C1 (stereo unspecified)	/	/	1.9	/
O=c1c(-c2ccco2)nc2ccccc2n1C(c1ccccc1)c1nc2ccccc2[nH]1 (stereo unspecified)	/	/	-0.8	/

Entries of single compounds, quoted from the list.
`O=C1NC[C@H](CCCCN2C[C@H](Cc3ccccc3)N(CCc3ccc(O)cc3)C(=O)C2=O)N(CCc2ccc(O)cc2)C1=O` across the screens: AddAB inh = /; Ecoli viability = /; phage Ecoli inh = 3.6; Mot1-301 SUMO = /
`COc1ccc(S(=O)(=O)NC(=O)C2(C)CCN2C(=O)CC2CCCC2)cc1` (stereo unspecified) across the screens: AddAB inh = /; Ecoli viability = /; phage Ecoli inh = 3.0; Mot1-301 SUMO = /

Next section
SMILES	AddAB inh	Ecoli viability	phage Ecoli inh	Mot1-301 SUMO
COc1cc(OC)cc(C2=Cc3ccc(OC)cc3C(CC(C)=O)N2c2ccc(-c3cncnc3)cc2)c1 (stereo unspecified)	/	/	1.7	/
CS(=O)(=O)c1ccc(Nc2nc(C(N)Cc3ccc(Cl)cc3)cs2)cc1 (stereo unspecified)	/	/	-0.8	/
CN(C)CC#Cc1cccc(-c2nc(C(=O)O)cc3c2[C@@H](CCO)N(S(=O)C(C)(C)C)C3)c1 (stereo partly specified)	/	/	1.0	/
CC(=O)NCCNC(=O)Cn1nnc(-c2ccccc2)c1COc1ccc2ccccc2c1	/	/	1.8	/
O=C([C@H]1O[C@@H](n2ccc(=O)[nH]c2=O)[C@H](O)[C@@H]1O)N(CCC1=CCCCC1)CC1CC1	/	/	-0.1	/
CC(C)C[C@H](NC(=O)c1ccco1)C(=O)N1CCC[C@H]1C(=O)NCc1ccccc1	/	/	3.0	/
CC(C)(C)NC(=O)C(c1ccc(C(F)(F)F)cc1)n1c(=O)c(-c2ccco2)nc2ccccc21 (stereo unspecified)	/	/	4.3	/
Cc1cc(F)ccc1C(O)c1ncc(-c2ccc(Oc3ccccc3)cc2)[nH]1 (stereo unspecified)	/	/	1.2	/
Cc1[nH]nc2c1C(c1ccc(F)cc1)N(c1ccccc1)C2=O (stereo unspecified)	/	/	4.6	/
CCCCC(=O)N(C)c1c(C)nc2ccc(C(=O)N3CCCCC3)cn12	/	/	2.5	/
CS(=O)(=O)c1cccc(OCCCN2CCC(C(O)(c3ccccc3)c3ccccc3)CC2)c1	/	/	4.1	/
COc1cccc(NC(=O)C2(C)CCN2Cc2ccc(SC)cc2)c1 (stereo unspecified)	/	/	1.6	/
COc1ccc(C(O)c2nc(-c3ccc(Cl)cc3)cs2)cc1 (stereo unspecified)	/	/	2.6	/
COc1cc(C2(C)SCCCS2)cc(OC)c1OC	/	/	-0.2	/
COC[C@H]1CCCN1c1ccc2c(c1)O[C@H](COCc1ccccc1)CN([C@@H](C)c1ccccc1)S2(=O)=O	/	/	-0.2	/
Cc1cc2nc(C(C)(C)C)c(CC3CCCCC3)n2c(C)c1Br	/	/	5.9	/
COC(=O)[C@]12C[C@H](CC(=O)N3CCCCC3)C(=O)N(Cc3ccccc3)C1=C[C@H](C1CCCC1)O[C@@H]2C	/	/	2.9	/
COC[C@@H]1CCCN1c1ccc2c(c1)O[C@H](COCc1ccccc1)CN([C@@H](C)c1ccccc1)S2(=O)=O	/	/	-1.0	/
O=C(OCCO)c1c(C2=CCCCC2)oc2c1C(OCCO)CCC2 (stereo unspecified)	/	/	1.6	/
O=C(NCc1cccnc1)c1cc(C2CCCN(C(=O)C3CCCCC3)C2)on1 (stereo unspecified)	/	/	1.8	/
C#CCNC(=O)C[C@@H]1C[C@@]2(C(=O)OC)CCCCC=C2N(CCc2ccc(OC)c(OC)c2)C1=O	/	/	-0.2	/
Cc1ccc(-c2c(C#N)c(N)n(-c3ccccc3C)c(=O)c2C#N)cc1	/	/	2.4	/
CC(=O)N1C[C@@H](CO)[C@@H](N(C)C(=O)/C=C/c2ccccc2)C[C@H]1c1ccccc1	/	/	3.2	/
COc1ccc(CN2C[C@H](O)COC[C@@H]3O[C@H](CC(=O)NCc4ccncn4)CC[C@H]32)cc1	/	/	6.0	/
CC(=O)Nc1cccc(-c2ccnc3c2CC(C)(C(=O)NCc2cccc(Cl)c2)O3)c1 (stereo unspecified)	/	/	0.9	/
Nc1[nH]c(C(=O)c2ccc(Br)cc2)c(-c2ccc(Cl)cc2[N+](=O)[O-])c1C(=O)NCCc1c[nH]c2ccccc12	/	/	-0.9	/
Nc1ncnc2c1ncn2C1OC(CO)C2OC21 (stereo unspecified)	/	/	0.1	/
COC(=O)[C@]12CCCCC=C1N(Cc1ccco1)C(=O)[C@H](CC(=O)NCCC(C)C)C2	/	/	-0.6	/
O=C(NCc1cccnc1)c1csc([C@@H]2O[C@H](CO)[C@H](O)[C@H](O)[C@H]2O)n1	/	/	3.0	/
O=C(Nc1cccc(C(F)(F)F)c1)c1csc([C@@H]2O[C@H](CO)[C@@H](O)[C@H]2O)n1	/	/	5.7	/

Seven entries picked at random from those above, as already listed:
SMILES	AddAB inh	Ecoli viability	phage Ecoli inh	Mot1-301 SUMO
COc1ccc(CN2C[C@H](O)COC[C@@H]3O[C@H](CC(=O)NCc4ccncn4)CC[C@H]32)cc1	/	/	6.0	/
CC(=O)Nc1cccc(-c2ccnc3c2CC(C)(C(=O)NCc2cccc(Cl)c2)O3)c1 (stereo unspecified)	/	/	0.9	/
Nc1ncnc2c1ncn2C1OC(CO)C2OC21 (stereo unspecified)	/	/	0.1	/
O=C(NCc1cccnc1)c1csc([C@@H]2O[C@H](CO)[C@H](O)[C@H](O)[C@H]2O)n1	/	/	3.0	/
Nc1[nH]c(C(=O)c2ccc(Br)cc2)c(-c2ccc(Cl)cc2[N+](=O)[O-])c1C(=O)NCCc1c[nH]c2ccccc12	/	/	-0.9	/
COC(=O)[C@]12CCCCC=C1N(Cc1ccco1)C(=O)[C@H](CC(=O)NCCC(C)C)C2	/	/	-0.6	/
CC(=O)N1C[C@@H](CO)[C@@H](N(C)C(=O)/C=C/c2ccccc2)C[C@H]1c1ccccc1	/	/	3.2	/

(more compounds)
SMILES	AddAB inh	Ecoli viability	phage Ecoli inh	Mot1-301 SUMO
Nc1c([N+](=O)[O-])cc2c3c(cccc13)CC2	/	/	2.5	/
COc1ccccc1COc1cccn2c(N(C)C(=O)CCC3CCCC3)c(C)nc12	/	/	0.3	/
CCOC(=O)[C@]12CCCC=C1N(CCC1=CCCCC1)C(=O)[C@H](CC(=O)N1CCN(C(=O)C3CC3)CC1)C2	/	/	0.3	/
COc1ccc(CNc2cccnc2Cl)cc1	/	/	3.1	/
CC1(C(=O)NS(=O)(=O)Cc2ccccc2)CCN1C(=O)Cc1ccc(-c2ccccc2)cc1 (stereo unspecified)	/	/	0.9	/
COc1ccc(CC(N)c2csc(Nc3ccc(S(C)(=O)=O)cc3)n2)cc1 (stereo unspecified)	/	/	2.4	/
COc1cc(C(=O)Nc2ccc3ccccc3c2)cc(OC)c1OC	/	/	-0.7	104.9
Cc1ccc2nc3nc(NCC4CCCO4)c(C(=O)NC4CCCCC4)cc3c(=O)n2c1 (stereo unspecified)	1.5	1.1	/	/
CCC[C@H]1NC(=O)[C@H](C)N(C)C(=O)C(C)(C)C(=O)C(C)NC(=O)[C@H](Cc2ccc(OC)cc2)N(C)C(=O)[C@H](C(C)C)N(C)C(=O)CNC(=O)[C@H](CC(C)C)N(C)C(=O)CNC(=O)[C@H]([C@@H](C)CC)OC(=O)[C@H]1C (stereo partly specified)	0.7	-3.9	/	/
Cc1ccc(S(=O)(=O)NCc2ccc(C(=O)NCc3cccnc3)cc2)cc1	0.7	1.8	/	/
COc1ccc(C2C=C(c3ccc(Br)s3)Nc3ncnn32)cc1OC (stereo unspecified)	3.1	-2.3	/	/
Cc1ccc2c(c1)sc1ncc(NC(=O)c3ccc(F)cc3)c(=O)n12	0.2	3.1	/	/
Cc1nn2c(N)csc2nc1=O	2.6	1.4	/	/
COc1ccc2cc(/C=C/C(=O)c3ccco3)c(Cl)nc2c1	2.8	2.1	/	/
Cc1nc2ccccc2c2c1C(=O)NC2=O	-2.3	-3.8	/	/
O=C(Sc1nnnn1C1CCCCC1)c1cccs1	2.1	-1.8	/	/
COc1ccc(S(=O)(=O)N2CCCCCC2)cc1C(=O)OCC(=O)Nc1cc(C)on1	-1.0	-0.7	/	/
CCOc1ccccc1-c1nc2c(C(C)(C)C)nn(C)c2c(=O)[nH]1	2.0	1.6	/	/
O=C(CSc1nnnn1-c1cccc(Cl)c1)Nc1ccc2c(c1)CCC2	1.7	0.5	/	/
Cc1nn(-c2ccccc2)c2sc(C(=O)OCN3C(=O)c4ccccc4C3=O)cc12	1.9	0.3	/	/
CCOC(=O)C1(CC2CC2)CCN(Cc2ccc(O)c(Cl)c2)CC1	0.8	3.4	/	/
CC(=O)[C@@H]1[C@@H]2C(=O)N(C3CCCCC3)C(=O)[C@@H]2C2c3ccccc3C=CN21 (stereo partly specified)	-1.6	-1.9	/	/
CN(CCOC(=O)CN1C(=O)c2ccccc2C1=O)C1=NS(=O)(=O)c2ccccc21	1.7	2.1	/	/
O=[N+]([O-])c1ccc(Cl)c(/C=N/n2c(-c3cccnc3)n[nH]c2=S)c1	1.9	-1.4	/	/
O=C(C1=C[C@@H]2[C@H]3C(=O)N(c4ccccc4)C(=O)[C@H]3[C@@H](C(=O)c3ccc(Cl)cc3)N2C=C1)c1ccccc1	1.2	-2.5	/	/
CCNC(=S)Nc1cccc([N+](=O)[O-])c1	0.2	2.1	/	/
O=C1NN(c2ccc(Cl)c(Cl)c2)C(=O)/C1=C/c1cccc(OC(=O)c2cccs2)c1	2.8	1.2	/	/
CCN(CC)c1ccc(/C=C/c2nc3ccccc3s2)cc1	-0.5	0.6	/	/
COC(=O)C1CCN(CC(=O)Nc2cc(Cl)ccc2OC)CC1	2.4	0.9	/	/
CC1CCN(C(=O)C2CCN(CCCc3ccccc3)CC2)CC1	1.8	-0.8	/	/
O=C(O)C1C2C=CC(O2)C1C(=O)NCCCn1ccnc1 (stereo unspecified)	-1.3	-1.4	/	18.3
CCOC(=O)C1Nc2c(F)cc(C)cc2C2C=CCC12 (stereo unspecified)	2.6	-1.2	/	-10.8
Cc1ccc(S(=O)(=O)NC(=O)c2ccc(-c3ccc(-c4ccccc4)cc3)o2)c(C)c1	-2.1	-2.6	/	-11.9
CCCn1c(=NC(=O)c2c(-c3c(F)cccc3Cl)noc2C)c(C(=O)OCC)cc2c(=O)n3ccccc3nc21	0.7	-0.1	/	-12.5
O=C1Nc2ccccc2S/C1=C\C(=O)N1CCCC1	0.8	0.1	/	3.7
O=C(c1ccco1)N1CCN(c2ncnc3c2[nH]c2ccc(Cl)cc23)CC1	4.5	2.0	/	450.7
O=C(CCc1ccccc1)NNC(=S)NC(=O)c1ccc(Cl)cc1	-3.3	-3.4	/	-8.8

Compound activity deposited in PubChem BioAssay by several laboratories.
